HUVEC prolif 384 = inhibitors of HUVEC proliferation, primary screen, cell-based, 384-well | viability, % at 10 µM (by protocol) | CellTiter-Glo luminescence, 72 h; hits give low values | 86,000 tested, 1.1% active | AID 648, 2007;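 active means viability at or below 30%; inactive means viability above 30%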;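 further: 100% = median luminescence of DMSO-only cell control wells on each plate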
PostGolgi yeast = phenotypic screen on post-Golgi transport, primary screen; post-Golgi transport phenotypic cell assay; inhibition, % at 10 µM; 98,000 tested, 0.9% active;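 further: yeast cells grown in 1536-well plates; yeast grown about 18 h at 30C before absorbance read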
hDAT+cocaine = changed hDAT dopamine uptake under cocaine IC80, either direction, primary screen, cocaine antagonist project, cell-based, LLC-PK1 hDAT, [14C]-dopamine uptake, MLSMR; 110,000 tested, 1.3% active; LLC-PK1 hDAT cells, [14C]-dopamine uptake with cocaine IC80; actives deviate in either direction; B-score at 10 µM;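 active means Z score or B-score, a plate-position-corrected score, falls beyond the plate's 99.7% confidence bounds, in either direction; inactive means both scores lie inside the 99.7% bounds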;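 further: scored against the spread of the other compound wells on the same plate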
Target sequence (Q01959 whole entry, looked up): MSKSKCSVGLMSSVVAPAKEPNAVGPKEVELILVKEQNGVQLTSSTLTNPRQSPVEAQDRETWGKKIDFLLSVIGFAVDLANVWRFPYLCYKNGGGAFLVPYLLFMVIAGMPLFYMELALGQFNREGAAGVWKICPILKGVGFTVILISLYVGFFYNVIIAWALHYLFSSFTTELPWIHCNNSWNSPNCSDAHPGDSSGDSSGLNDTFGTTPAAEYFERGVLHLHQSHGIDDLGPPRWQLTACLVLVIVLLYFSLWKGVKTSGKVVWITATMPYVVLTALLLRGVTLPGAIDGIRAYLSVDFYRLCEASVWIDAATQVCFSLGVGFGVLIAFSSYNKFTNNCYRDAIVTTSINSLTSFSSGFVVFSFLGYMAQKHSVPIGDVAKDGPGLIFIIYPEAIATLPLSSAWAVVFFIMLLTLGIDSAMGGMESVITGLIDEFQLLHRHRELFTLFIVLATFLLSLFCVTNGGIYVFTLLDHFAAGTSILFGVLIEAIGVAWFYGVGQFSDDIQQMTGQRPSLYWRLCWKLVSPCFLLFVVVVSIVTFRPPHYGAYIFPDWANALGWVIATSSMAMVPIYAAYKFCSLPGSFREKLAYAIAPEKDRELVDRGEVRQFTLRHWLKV
S1P2 agonist = S1P2 receptor agonists, primary screen, cell-based | S1P2-expressing cell line, agonist reporter read-out | activation, % at 4.5 µM | Sphingosine 1-phosphate receptor 2 (Homo sapiens), O95136 | 97,000 tested, 0.46% active; in the data active means activation above about 16%;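 further: 0% = vehicle low control and 100% = maximal reference agonist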
Target sequence (O95136 whole entry, looked up): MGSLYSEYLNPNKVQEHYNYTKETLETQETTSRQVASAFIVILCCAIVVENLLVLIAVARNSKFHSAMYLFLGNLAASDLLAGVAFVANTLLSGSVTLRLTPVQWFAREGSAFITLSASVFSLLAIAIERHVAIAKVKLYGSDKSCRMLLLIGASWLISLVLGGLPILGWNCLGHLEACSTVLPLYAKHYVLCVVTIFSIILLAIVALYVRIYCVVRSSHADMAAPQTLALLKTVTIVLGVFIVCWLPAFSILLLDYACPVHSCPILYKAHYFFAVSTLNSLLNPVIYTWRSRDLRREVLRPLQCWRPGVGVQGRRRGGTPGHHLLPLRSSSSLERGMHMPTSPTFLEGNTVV
Ecoli WT expand = growth inhibitors of wild-type E. coli, primary screen, strain BW25113, expanded library, OD600 | OD600 absorbance | AID 710, 2007 | 98,000 tested, 0.15% active | growth inhibition, % at 100 µM;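 active means growth inhibition above about 50% at one test dose, limit read from the data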;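 further: growth measured after 20 h incubation at 37 °C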
PostGolgi ctrl = growth inhibition of yeast control strain, primary screen, counter-screen for post-Golgi transport modulator project; inhibition, % at 10 µM; 98,000 tested, 5% active; efflux-deficient yeast background strain, growth absorbance A615, 16 h; AID 738, 2007
H69AR growth 86K = proliferation blockers of H69AR lung cancer cells, primary screen, cell-based, human, 86K library | H69AR lung tumor viability, ATP luminescence, 72 h; hits give low values | viability, % at 10 µM | 85,000 tested, 6% active;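 active means viability at or below 40%; inactive means viability above 40%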;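 further: multidrug resistant small cell line overexpressing MRP-1 efflux transporter; 100% = mean luminescence of untreated control wells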
Fibroblast inh = antiproliferative effect on LL 47 fibroblasts – human, LL 47 cells, CellTiter-Glo luminescence, primary screen. LL 47 human lung fibroblast viability, ATP luminescence; hits give low values. viability, % at 10 µM. 85,000 tested, 1.1% active;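 active means viability at or below 50% in the single dose screen; inactive means viability above 50%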;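 further: compound exposure lasted 72 h before the ATP readout; 100% = median luminescence of untreated cell-only wells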
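material = human LL 47 lung fibroblast cells | dosing = compounds added from tenfold dosing solution, 0.1% DMSO final | timing = overnight cell rest, 72 h compound treatment at 37 °C | measured by = CellTiter-Glo luminescence measuring cellular ATP | evaluation = % viability versus median cells-only luminescence | control set = cell-only wells, no compound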
S1P2 antag = human S1P2 receptor antagonists, primary screen, cell-based | Sphingosine 1-phosphate receptor 2 (Homo sapiens), O95136 | cell-based S1P2 antagonist assay, inhibition at 5 uM | inhibition, % at 5 µM | 97,000 tested, 0.21% active; in the data active means inhibition above about 45%;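 further: CRE beta-lactamase reporter cells expressing human S1P2 stimulated with S1P; 0% = agonist at EC80 alone and 100% = agonist plus reference antagonist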
Numbers without * were called inactive; x = not tested or not shown. Unless noted, no stated cut-off is given here; in the data, active means inhibition above about 30%; inactive means the rest.

molecule,S1P2 antag,Ecoli WT expand,S1P2 agonist,hDAT+cocaine,HUVEC prolif 384,Fibroblast inh,PostGolgi yeast,PostGolgi ctrl,H69AR growth 86K
Cc1cc(O)c(-c2n[nH]c3c2C(c2cccc(O)c2)N(Cc2cccnc2)C3=O)cc1Cl (configuration not stated),10,-2,-7,-0.073,115,103,-4,-7,x
O=C(CCc1ccccc1)Nc1ccc(N2CCOCC2)cc1,x,x,x,0.054,98,102,x,x,97
O=c1c2ccccc2n(Cc2ccc(F)cc2)c(=O)n1C1CCCC1,x,-11,x,0.0066,96,108,9,14,38*
CCn1c(SCC(=O)OCC(=O)N2c3ccccc3NC(=O)C2(C)C)nnc1-c1ccco1,0,4,-2,0.0054,82,91,23,2,102
N#Cc1ccccc1NC(=O)CSc1nnc(-c2ccc(F)cc2)n1-c1ccccc1,6,-12,-1,x,109,101,5,15,74
Cc1cc(C(=O)NNC(=S)NC(=O)/C=C/c2ccccc2Cl)n[nH]1,-31,35,-3,-0.017,80,80,7,25,36*
Cc1c(S(=O)(=O)N2CCc3ccccc3C2)c(=O)n(C)c(=O)n1C,-10,4,-1,0.38,109,103,0,12,101
COc1ccc2[nH]c3c(NCc4ccco4)ncnc3c2c1,-4,28,-10,-0.039,67,99,0,2,78
CCOC(=O)CS(=O)(=O)c1ccc(C(F)(F)F)cn1,9,-2,-6,-1.2,x,x,3,0,x
CCCc1nc2sc3c(c2c(=O)n1NC(=O)CCC(=O)O)CCCC3,-12,-5,-5,-0.29,94,106,0,4,92
CC(C)(C)NS(=O)(=O)c1ccc(CCC(=O)N2CCOCC2)cc1,-7,-3,-5,-0.67,101,93,1,-6,97
CCOC(=O)CSC1=C(C#N)C(C)C2=C(CCCC2=O)N1 (configuration not stated),-2,2,-6,0.12,95,105,-2,1,85
O/N=C/c1cn(-c2ccccc2)nc1-c1ccc2c(c1)OCCO2,4,10,-8,1.1,75,93,8,31*,88
CCCCC(=O)NCCc1ccc(OC)cc1,22,0,-4,1.7,88,96,1,23,74
CCOC(=O)c1c(C)[nH]c(C(=O)COC(=O)CN2C(=O)C3CCCCC3C2=O)c1C (configuration not stated),9,1,-7,0.074,79,101,-5,6,90
Cc1nn(C)c(C)c1S(=O)(=O)N1CCC(C(=O)NCCC2=CCCCC2)CC1,7,1,-4,0.34,96,98,-18,3,91
COc1ccc(-c2nn(-c3ccccc3)cc2/C=N/n2cnnc2)cc1OC,-10,-2,0,0.031,95,90,0,25,65
CCOc1ccc(-c2csc(N)c2C(=O)OC)cc1,-10,4,0,1.2,83,88,-9,3,96
COc1ccc2c(c1)[nH]c1c(=O)n(CCN(C)C)cnc12,0,2,-5,0.74,96,100,-3,-3,96
COCCn1c(-c2ccc(-c3ccccc3Cl)o2)nc2c1c(=O)[nH]c(=O)n2CC(C)C,-9,-13,-5,0.7,37,60,13,8,18*
COc1ccc(C2=C(Nc3ccc(F)cc3)c3ccccc3C2=O)cc1,7,-4,-6,-0.29,x,x,-6,4,x
O=S(=O)(NC1CC1)c1ccc(S(=O)(=O)N2CCCC3(CCCCC3)C2)cc1,5,-5,-2,0.95,60,59,-9,9,32*
COCCn1nnnc1C(CC(C)C)N1CCN(c2cccc(OC)c2)CC1 (configuration not stated),x,-5,x,0.11,105,103,-10,1,102
Cc1cc(C(=O)NCC(=O)O)c(C)o1,0,-10,-2,-0.72,99,104,-13,15,101
O=C1Cc2ccccc2C(c2ccc(Br)cc2)N1 (configuration not stated),-4,0,-1,0.35,86,86,-10,16,103
Cn1ncc2c(NCc3ccccc3)ncnc21,-1,3,0,0.073,105,100,21,5,88
CCCCC(=O)Nc1ccc2oc(-c3ccncc3)nc2c1,-26,13,-3,1.6,94,101,-12,-10,83
C=CCn1c(SCC(=O)c2cc(C)n(CCOC)c2C)nc2sc(C)c(C)c2c1=O,8,-6,-2,0.029,x,x,-3,4,x
CCOC(=O)C1C(=O)NC(N2CCN(Cc3ccccc3)CC2)=NC1c1ccccc1 (configuration not stated),-14,-5,-3,0.012,93,86,-6,0,66
O=C(Nc1ncc2c(n1)-c1ccccc1CC2)c1ccc(Cl)cc1,-5,-4,-1,0.2,x,x,-4,13,x
COc1ccc(CC(NC(=O)c2ccccc2)C(=O)NCC(=O)O)cc1 (configuration not stated),25,-9,-5,-0.56,99,100,-5,2,84
CC(=O)Nc1ccc(C(=O)Nc2ccc(S(=O)(=O)N3CCCC3)cc2)cc1,x,-3,x,-0.21,99,x,2,6,87
O=[N+]([O-])c1cnccc1Nc1ccc(F)cc1,2,x,0,0.078,87,86,x,x,94
O=C(Nc1ccccc1-c1ccccc1)c1ccc(NC(=O)c2ccco2)cc1,-6,-13,-8,-0.51,84,91,2,16,81
O=C(NCC1CCCO1)C(c1cccs1)N(Cc1cccs1)C(=O)Cn1nnc(-c2cccs2)n1 (configuration not stated),19,x,-8,0.037,94,103,x,x,83
CCN(CC)S(=O)(=O)c1ccc(C(=O)OCn2nnc3ccccc3c2=O)cc1,13,-14,-7,-0.84,96,99,89*,78*,86
O=C(NCc1ccccn1)C1CCN(S(=O)(=O)N2CCCC2)CC1,x,1,x,1.1,92,101,-1,39*,100
CCc1nc(NCc2ccc3c(c2)OCO3)c2oc3ccccc3c2n1,-25,-14,-4,-0.66,94,101,0,55*,96
CC(C)NC(=O)c1cc2c(-c3ccc(Cl)cc3)nn(C)c2s1,12,-12,-1,0.0024,73,87,2,8,88
O=C(CSc1nc(N2CCCCC2)nc(N2CCCCC2)n1)NC1CCCCC1,-3,x,-1,x,98,86,x,x,81
CCn1c(SCC(=O)NNC(=O)c2ccccc2)nnc1-c1ccncc1,10,1,0,-0.5,x,x,-3,4,x
Cc1nc2nc(SCC(=O)NCc3ccco3)nn2c(C)c1Cc1c(F)cccc1Cl,1,-10,-7,1.3,68,98,-4,18,35*
Cc1c(C#N)c(N)c(C(=O)c2ccccc2)n1Cc1ccccc1,-13,-1,-4,-0.051,99,89,-2,4,87
CC(C)(C)c1ccc(C(=O)c2c[nH]c(C(=O)NCC3CCCO3)c2)cc1 (configuration not stated),8,-7,-4,1.7,x,x,7,17,x
Cn1nc(C(=O)OCC(=O)N2CCc3ccccc32)c2ccccc2c1=O,16,6,-7,-0.036,99,102,12,-2,93
CCc1ccc(OCC(=O)NNC(=O)CSc2ncnc3sc(C)c(C)c23)cc1,-10,-8,-3,-1.1,x,x,-21,-7,x
CCN(CC)C(=O)c1cnn(-c2ccccc2)c1NC(=O)c1ccco1,-6,1,-6,0.1,94,96,-10,0,92
Cn1c(SCc2nc(-c3cccs3)no2)nnc1C1CCCCC1,-33,3,-1,0.37,113,94,-7,10,89
COc1ccc(/C=C2\N=C(SC)SC2=O)cc1OC,2,-8,-11,0.13,87,95,2,11,73
N#Cc1c(/N=C/c2cccs2)sc2c1CCCCC2,1,4,-6,-0.013,90,x,-8,4,64
CCOc1ccc(-n2c(SCC(=O)NCc3ccco3)nnc2-c2c[nH]c3ccccc23)cc1,19,2,-6,-0.05,91,101,4,11,79
Cc1cc(NC(=O)CSc2nnc(-c3cccnc3)n2C)no1,11,3,-3,-0.33,107,95,-15,-3,90
CCOC(=O)N1CCN(C(=O)c2oc3ccc(S(=O)(=O)N4CCOCC4)cc3c2C)CC1,x,8,x,1.7,106,102,5,-6,91
CCOC(=O)C1C(=O)CC(C)(O)C(C(=O)OCC)C1c1cccc(OC(F)(F)C(F)F)c1 (configuration not stated),x,-14,x,0.27,87,94,-12,-2,68
Cc1ccc2nc(N3C(=O)C(O)=C(C(=O)c4cc5ccccc5o4)C3c3cccs3)sc2c1 (configuration not stated),-2,-15,-7,x,x,x,-7,6,x
c1ccc(-n2c(-c3ccco3)nnc2-c2ccco2)cc1,-16,6,-5,-0.69,95,84,-1,17,101
CC1CN(c2oc(-c3ccco3)nc2C#N)CC(C)O1 (configuration not stated),-18,-3,-3,-0.62,83,99,2,13,75
O=C(CSc1ncnc2c1oc1ccccc12)NCC1CCCO1 (configuration not stated),-8,x,-2,0.006,88,96,x,x,70
O=C(CCCCn1c(=O)[nH]c2ccsc2c1=O)NCc1ccc2c(c1)OCO2,6,-3,-2,-0.19,115,100,-1,4,84
CCOc1ccccc1Nc1nnc(SCc2ccc(C(=O)OC)o2)s1,-4,-20,-3,1.5,86,94,-9,11,58

Ordered by formula weight (smallest number first): some entries from above.
molecule,S1P2 antag,Ecoli WT expand,S1P2 agonist,hDAT+cocaine,HUVEC prolif 384,Fibroblast inh,PostGolgi yeast,PostGolgi ctrl,H69AR growth 86K
CC1CN(c2oc(-c3ccco3)nc2C#N)CC(C)O1 (configuration not stated),-18,-3,-3,-0.62,83,99,2,13,75
c1ccc(-n2c(-c3ccco3)nnc2-c2ccco2)cc1,-16,6,-5,-0.69,95,84,-1,17,101
O=C(CSc1ncnc2c1oc1ccccc12)NCC1CCCO1 (configuration not stated),-8,x,-2,0.006,88,96,x,x,70

New compounds follow.
molecule,S1P2 antag,Ecoli WT expand,S1P2 agonist,hDAT+cocaine,HUVEC prolif 384,Fibroblast inh,PostGolgi yeast,PostGolgi ctrl,H69AR growth 86K
CC1=[N+]([O-])C(C)(C)C(C)N(O)C1=O (configuration not stated),8,-7,-3,-0.021,89,94,5,-14,92
CCC1(C(=O)OC)NC(c2ccco2)C2C(=O)N(c3ccccc3)C(=O)C21 (configuration not stated),-4,-3,-8,-1.2,90,94,-1,-2,83
COc1cc(-c2csc(C)n2)ccc1O,-19,7,-8,-1.1,98,92,-1,5,90
CCn1c(CSc2nc3ccccc3s2)nnc1SCC(=O)c1ccc(Cl)cc1,-24,-5,-2,-0.99,x,x,-9,43*,x
CCCC(c1nnnn1Cc1cccs1)N1CCN(c2nc3ccccc3s2)CC1 (configuration not stated),13,-16,-9,-0.66,104,95,47*,19,85
O=C(/C=C/c1ccccc1Cl)NCCN1CCOCC1,18,8,1,0.45,x,x,4,-8,x
CN1CCN(c2nc3c(c(=O)n(C)c(=O)n3C)n2CC(=O)C23CC4CC(CC(C4)C2)C3)CC1,x,-8,x,-0.9,87,98,2,3,80
Nn1c(COc2ccccc2)nnc1SCc1cc(=O)[nH]c2ccccc12,-21,-2,-6,-1.9,91,86,-8,-1,75
COc1ccc(C(C)=O)cc1COc1ccc(-n2cnnn2)cc1,-7,-3,-4,-0.44,116,101,2,15,113
CCOC(=O)c1csc(NC(=O)CSc2nnnn2CC)n1,12,17,-4,-0.022,98,99,6,9,57
Cc1ccccc1NC(=O)CSC1=C(C#N)C(c2ccsc2)CC(=O)N1 (configuration not stated),9,4,-9,-0.25,76,80,6,1,17*
O=C(c1ccccc1)N1CCc2ccccc21,3,5,-6,-1.2,94,101,0,13,57
Cc1ccc(Cn2nnnc2CN2CCC(O)(c3ccc(F)cc3)CC2)cc1,-2,-7,-7,-0.0027,100,89,10,20,55
FC(F)(F)c1ccc(Oc2ccc3c(C(F)(F)F)cc(C(F)(F)F)nc3n2)cc1,-2,-18,-7,-0.93,x,x,-2,14,x
CCc1nnc(NC(=O)CSc2nc3c(cc2C#N)CCC3)s1,10,-5,-3,-0.78,77,99,-1,-5,78
Oc1ccc(-n2cnnn2)cc1,8,-23,-4,-0.67,95,98,3,2,87

Bioassay records as filed in PubChem.
